# Assay outcomes as filed in PubChem.
# p53ts 32C tox = kills p53ts cells at the permissive temperature | Potency, µM (series often up to 46.1 µM), inactives show top-dose activity change, negative = cytotoxicity, actives largely listed as cytotoxic | AID 924 | H1299-p53A138V at 32C, ATP luminescence viability, 24 h | actives 0.93% (n = 130,000);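 further: 0% = DMSO and -100% = full killing by reference compound; nearly all actives have a fitted effect of over 55% in size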
#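 Viability by ATPlite luminescence after 24 h compound treatment (up to 46 uM) at the permissive 32C. Cells are H1299 carrying p53 A138V. Scale runs from DMSO basal to 100 uM tamoxifen as full kill; AC50 from Hill fits.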
# p53ts 39C tox = cytotoxicity in p53ts cells at nonpermissive temperature | H1299-p53A138V viability at 39C, ATP luminescence, 24 h | Potency, µM (highest dose often 46.1 µM), without a hit: at the highest dose activity change, negative = cell killing, hits mostly cytotoxic | actives 1.5% (n = 130,000); further: nearly all actives have a fitted effect of over 55% in size
# IkB signaling = inhibitors of IkB signaling in ABC-DLBCL cells; ABC-DLBCL IkBa-CBG/CBR dual luciferase ratio, 4 h; response scale: scaled: untreated 0%, proteasome inhibitor 100%; Potency, µM (series often up to 57.1 µM), for the others: top-dose IkBa stabilization activation; actives 0.04% (n = 110,000); AID 445; active means well fitted curve in the direction sought with a large enough effect in the signal ratio, not every such curve was filed as active; inconclusive means small, poorly fitted or top-dose-only effect, or a change in a side signal; the % refers to the signal ratio;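 further: the direction sought is a rising ratio; 0% = basal untreated cells and 100% = reference inhibitor full response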
#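 Luminescence ratio of IκBα-fused green versus native red beetle luciferase in OCI-Ly3 cells, 4 h post-doxycycline with compound; red signal alone, scaled from basal (0%) to zero light (-100%), flagged nonspecific or cytotoxic effects.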
# Imprint erasure = induces erasure of genomic imprints in mouse ES cells; actives 0.02% (n = 110,000); AID 1948; mouse ES Peg3-LacZ reporter, beta-gal luminescence, 40 h; Potency, µM (top dose mostly 60.7 µM), for inactives: at the highest dose activity change, positive = activation, actives largely listed as activators;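 further: 0% = negative control wells on the plate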
#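 Imprint erasure is scored as LacZ activity from the silenced maternal Peg3 allele in feeder-free female ES cells cultured 40 h with LIF. Luminescence is normalized to in-plate negative controls and fitted to the Hill equation.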
# * marks the source's active call; other numbers are inactive results; ? = inconclusive; · = not tested or not shown; [ ] = another dose, or the depositor's remark. Unless noted, the call rests on the fitted dose curve; in most records, active means well fitted curve in the direction sought with a large enough effect; inconclusive means small, poorly fitted or top-dose-only effect, or another doubt; inactive means no such curve, though single readings can be large; an effect the other way counts as inactive or inconclusive. Unless noted, on the % scale 0 is the no-effect control and ±100 the full control effect; potency means the concentration at half of the fitted maximal effect.
SMILES,p53ts 32C tox,p53ts 39C tox,IkB signaling,Imprint erasure
CC[C@@H](Nc1ncnc2nc[nH]c12)C(=O)O,2%[9.22 µM],8%[9.22 µM],0.9%[11.4 µM],-11%[10.9 µM]
COc1ccc(N2CC(C(=O)NCCS(=O)(=O)N3CCN(c4ccccc4)CC3)CC2=O)cc1 (stereo unspecified),-11%,5%,-1.1%,-8%[10.9 µM]
Cc1ccc(S(=O)(=O)Nc2ccccc2F)cc1C(=O)NCCCN1CCCC1=O,4%,-4%,0.8%,-1%
O=C(O)c1ccc(Cn2cnc3cccnc32)cc1,3%,?,0.9%,7%[10.9 µM]
CCN(CC)c1ccc(NC(=O)CCc2c(C)nc3ncnn3c2C)c(C)c1,6%,-20%,1.8%,-8%[10.9 µM]
Cc1ccc(C2CC(=O)c3cnc(N4CC(C)CC(C)C4)nc3C2)cc1 (stereo unspecified),5%,4%,-2.8%,-6%
COc1cccc(C(C(=O)NC(C)(C)C)N(C(=O)CCC(=O)Nc2cc(C)on2)C(C)C)c1OC (stereo unspecified),3%,-12%,0.9%,-14%
Cc1ccc(NC(=O)C(Cc2ccccc2)NS(=O)(=O)c2ccc3c(c2)c(=O)n(C)c(=O)n3C)c(C)c1 (stereo unspecified),5%,9%,?,-15%[10.9 µM]
CCc1ccccc1NC(=O)c1cc(-c2ccc(Cl)s2)nc2ccccc12,?,10µM*,?,-3%[10.9 µM]
CC(C)C(c1nnnn1Cc1ccc2c(c1)OCO2)N1CCN(C)CC1 (stereo unspecified),2%,3%,·,·
N#Cc1c[nH]n2c(NC3CCCC3)c(-c3ccc(Br)cc3)nc12,1%,-5%,0.0%,2%[10.9 µM]
CCOc1ccc(NC(=O)c2c(NC(=O)c3cccs3)sc3c2CCC(C(C)(C)C)C3)cc1 (stereo unspecified),1%,27%,?,-16%[10.9 µM]
COc1ccc(N2CCN(C(=O)c3ccc(C)cc3Cl)CC2)cc1,-4%,4%,1.2%,-11%
O=C1C(=O)N(Cc2ccc(Cl)c(Cl)c2)c2ccccc21,?,6.3µM*,?,-32%[inhibitor]
Cc1ccc(C)c(N2CCN(C(=O)C3CCN(c4nnc(N5CCCC5=O)s4)CC3)CC2)c1,1%,-14%,0.9%,-17%
CCCc1cc(C(=O)NCCc2ccccc2)no1,-13%,-10%,?,-24%
COc1ccc(NC(=O)Cn2cccc2)cc1Cl,23%,-4%,-1.8%,-3%
CCOc1nc(NC(=O)NS(=O)(=O)Oc2ccccc2Cl)nc(-c2ccccc2)n1,-13%,16%,-2.0%,-19%[10.9 µM]
CN1CCN(c2ncc3nc(-c4cccs4)c(=O)n(Cc4ccc(F)cc4)c3n2)CC1,-25%,-30%,0.3%[11.4 µM],-22%
Clc1cccc(N2CCN(c3nc4ccccc4c4nc(-c5cccnc5)nn34)CC2)c1,7%,10%,-0.5%,8%[10.9 µM]
COC(=O)C(C(=O)N1CCN(C)CC1)C1CCCCCC1 (stereo unspecified),33%[activator],32%[activator],5.7%,-22%
CC[C@H]1CC[C@H]2[C@@H]3CC=C4C[C@H](OC(C)=O)[C@@H](N)C[C@@]4(C)[C@H]3CC[C@@]12C,5%[9.22 µM],3%[9.22 µM],0.7%[11.4 µM],-10%[10.9 µM]
Cc1ccc(Cl)cc1-n1ncc2c(NCCc3ccccc3)ncnc21,-4%,?,?,-15%[10.9 µM]
Cc1cc(NC(=O)Cc2ccccc2)no1,-5%,-9%,0.6%,-12%
O=S(=O)(c1cccs1)N1CCN(c2ccccn2)CC1,11%,-4%,-1.5%,-20%
O=C(CN1C(=O)CSC1=O)Nc1ccc(N2CCOCC2)cc1,-2%,-11%,-0.8%,-2%
CCOC(=O)c1c(N)sn(-c2ccccc2C)c1=S,3%,4%,0.0%,-10%
Cc1cc(N2CCOCC2)nc2ccc(NC(=O)CCC(=O)N3CCC(C)CC3)cc12,-15%,-10%,-0.8%,3%
CSc1nc2sc3c(c2c(=O)n1-c1ccc(C)c(Cl)c1)CCN(C(C)=O)C3,10%,21%,-0.7%,9%[10.9 µM]
Cc1ccc(S(=O)(=O)NC(C)(C)CSc2nnc(N)s2)cc1,6%,6%,-2.7%,-14%

# Compound profiles, from the list above. Values in the order: p53ts 32C tox, p53ts 39C tox, IkB signaling, Imprint erasure
# Results for COC(=O)C(C(=O)N1CCN(C)CC1)C1CCCCCC1 (stereo unspecified) : 33%[activator], 32%[activator], 5.7%, -22%
# Results for CC[C@H]1CC[C@H]2[C@@H]3CC=C4C[C@H](OC(C)=O)[C@@H](N)C[C@@]4(C)[C@H]3CC[C@@]12C : 5%[9.22 µM], 3%[9.22 µM], 0.7%[11.4 µM], -10%[10.9 µM]
# Results for Cc1ccc(S(=O)(=O)NC(C)(C)CSc2nnc(N)s2)cc1 : 6%, 6%, -2.7%, -14%
# Results for CCOC(=O)c1c(N)sn(-c2ccccc2C)c1=S : 3%, 4%, 0.0%, -10%

# Entries from the list above with fluorine, in the order listed:
SMILES,p53ts 32C tox,p53ts 39C tox,IkB signaling,Imprint erasure
Cc1ccc(S(=O)(=O)Nc2ccccc2F)cc1C(=O)NCCCN1CCCC1=O,4%,-4%,0.8%,-1%
CN1CCN(c2ncc3nc(-c4cccs4)c(=O)n(Cc4ccc(F)cc4)c3n2)CC1,-25%,-30%,0.3%[11.4 µM],-22%

# Next part.
SMILES,p53ts 32C tox,p53ts 39C tox,IkB signaling,Imprint erasure
COc1cccc(OC)c1C(=O)NC1C(=O)N2C1SC(C)(C)C2C(=O)O (stereo unspecified),11%,-9%,·,-3%
Cn1c(-c2cccc(Br)c2)cnc1NCc1cccnc1,0%,3%,0.1%,-22%
CCOC(=O)c1[nH]c2c(c1Cc1ccccc1OC)C(=O)CC(c1ccccc1)C2 (stereo unspecified),3%,23%,?,14%[10.9 µM]
O=C(Nc1cccc(F)c1)c1ccc(S(=O)(=O)N2CCCC2)cc1,-7%,5%,?,-21%
CCOC(=O)CS(=O)(=O)c1nc(-c2ccc(F)cc2)cc(C(F)(F)F)n1,?,?,?,-30%[inhibitor]
O=C(CN1C(=O)C2(SCC(=O)N2c2ccc(F)cc2)c2ccccc21)NCCc1ccccc1 (stereo unspecified),8%,-4%,?,-5%[10.9 µM]
COc1ccc2c(c1)c1c(c(=O)n(-c3ccc(C)cc3)c(=O)n1CC(=O)N1CCCC1)n2C,12%,-12%,-0.2%,14%[10.9 µM]
O=C(c1ccc(F)cc1F)N(Cc1ccccn1)Cc1ccco1,11%,-4%,0.3%,-7%
CN(C)c1ncnc2ccc(-c3cccc(C#N)c3)cc12,-3%,-4%,-1.7%[11.4 µM],-17%
O=C1SC(c2ccccc2)=N/C1=C/c1ccco1,-1%,3%,-5.4%,-13%
CCc1cccc(NC(=O)CSc2nc3ccccc3nc2N2CCCCC2)c1,?,-4%,0.6%,-6%[10.9 µM]
CCOc1cc(-c2c(C)c(C)nc(N)c2C#N)ccc1O,12%,-3%,0.9%,-10%
CCc1ccc(S(=O)(=O)N2CCN(c3ccc(Cl)c(Cl)c3)CC2)cc1,-1%,13%,-1.2%,4%[10.9 µM]
O=C(CN(C1CCCCC1)S(=O)(=O)c1ccc(Cl)cc1)NCc1cccnc1,12%,3%,-0.4%,-8%
CCOc1ccc2[nH]cc(C(=O)O)c(=O)c2c1,-6%,12%,1.0%,·
Cc1cc(C)c2c(=O)cc(CSCC(=O)Nc3ccccc3Cl)[nH]c2c1,-5%,-18%,?,6%[10.9 µM]
CN(C)Cc1ccccc1-c1cncnc1NCc1cccs1,-5%,12%,-0.2%[11.4 µM],-1%
COc1cc(C2C(C#N)=C(N)Oc3cc(N(C)C)ccc32)cc2c1OCO2 (stereo unspecified),24%,57%[activator],?,-20%
O=C(Nc1cccnc1)c1c(F)c(F)c(F)c(F)c1F,-1%,0%,1.0%,2%
O=C(CCn1c2c(c3ccccc31)CCCC2)NNC(=O)c1ccc([N+](=O)[O-])cc1,-13%,-10%,·,·
COc1ccc(Nc2nc(N)nc(CSc3nc4cc(OC)ccc4s3)n2)cc1,-20%,-18%,?,6%[10.9 µM]
COc1ccc(CN(Cc2ccccn2)S(=O)(=O)c2ccc(-n3cnnn3)cc2)cc1,-9%,-2%,-2.2%,·
Cc1cc(C)cc(NC2=NC3(CCCCC3)N=C(N)N2)c1,5%,-5%,6.2%,-15%
Cc1ccc(S(=O)(=O)N2CCC(C(=O)N3CCN(Cc4ccccc4)CC3)CC2)cc1,7%,6%,0.4%,-13%
COC(=O)c1ccccc1S(=O)(=O)Nc1ccc(OC)nc1,0%,9%,0.2%,-6%
Cc1ccc(-c2nnc(Nc3ccc(Br)cc3)c3ccccc23)cc1S(=O)(=O)NCC1CCCO1 (stereo unspecified),-4%,0%,?,-21%[10.9 µM]
Cc1[nH]c2ccccc2c1C(=O)CN1CCSCC1,11%,-14%,-1.7%,-11%
COCCNS(=O)(=O)c1cc(OC)c(Cl)cc1Cl,3%,7%,0.9%,-9%
COCCn1c(=N)c(C(=O)NC(C)c2ccccc2)cc2c(=O)n3cc(C)ccc3nc21 (stereo unspecified),0%,12%,-0.7%,-10%[10.9 µM]
CN(C(=O)CSc1nnc(COc2ccccc2)o1)c1ccccc1,1%,-3%,?,-14%[10.9 µM]
O=C(CSc1nc2ccccc2nc1Cc1ccc(Cl)cc1)NCCc1ccccc1,1%,3%,-0.6%,11%[10.9 µM]
CCOC(=O)C1=C(C)NC(C)=C(C(=O)OCC)C1c1ccccn1,10%,5%,0.5%,-5%
O=C1c2ccccc2-c2onc3ccc(Oc4ccccc4)c1c23,?,2%,·,·
Cn1c(=O)n(C)c2cc(N3CCOCC3)c(NS(=O)(=O)c3ccc(Br)cc3)cc21,1%,-2%,14%,7%[10.9 µM]
CCOC(=O)COn1c(=O)c(=O)n(O)c2ccccc21,5%,7%,3.9%,-1%
O=C(NC12CC3CC(CC(C3)C1)C2)c1ccc(S(=O)(=O)N2CCOCC2)cc1,-13%,2%,-2.1%,-13%
O=C(Nc1cccc(C(F)(F)F)c1)c1cc(CN2CCOCC2)on1,-7%,-7%,-1.2%,2%[10.9 µM]
NC(=O)C1CCN(C(=O)CN(c2cccc(C(F)(F)F)c2)S(=O)(=O)c2ccccc2)CC1,13%,1%,-0.4%,-4%
Clc1cccc2sc(N3CCN(c4ccccc4)CC3)nc12,-6%,-7%,?,0%
O=C(NCc1ccc(F)cc1)c1ccc2c(c1)N(Cc1c(F)cccc1Cl)C(=O)CS2,2%,-7%,0.7%,-13%[10.9 µM]
COc1ccc(NC(=O)CSc2ncc3c(n2)-c2ccccc2N(C)S3(=O)=O)cc1Cl,-8%,-6%,-0.6%,-12%[10.9 µM]
CS(=O)(=O)c1cccc(C(=O)NCc2ccccc2)c1,-1%,-9%,1.1%,-7%
COc1ccc(CNC(=O)CC(C)n2nc(C)cc2C)cc1 (stereo unspecified),1%,3%,?,-7%[10.9 µM]
COc1ccccc1CNc1ncnc2c1c(-c1ccccc1)cn2-c1ccc(Br)cc1,2%,-3%,4.1%,9%[10.9 µM]
COc1cc(NC(=O)c2noc3c2CCC3)c(OC)cc1Cl,-1%,-8%,?,-9%
O=c1[nH]c(CSc2nnc(COc3ccccc3)n2-c2ccccc2)nc2ccccc12,13%,1%,3.1%,-4%
CCOc1ccc(-n2c(=O)c3sc4ccccc4c3n(Cc3cccc(C)c3)c2=O)cc1,-1%,-9%,-2.0%,25%[10.9 µM]
Cc1cccc(-n2c(SCc3cc(=O)n4ccsc4n3)nc3ccccc32)c1,-6%,12%,?,-24%
Cc1c(C(=O)NCC2COc3ccccc3O2)oc2ccc(S(=O)(=O)N3CCOCC3)cc12 (stereo unspecified),-13%,17%,?,-8%
O=C(Nc1ccon1)c1ccc(Cl)s1,-2%,5%,-2.0%,-20%

# (next part)
SMILES,p53ts 32C tox,p53ts 39C tox,IkB signaling,Imprint erasure
Cc1ccc2c(c1)c1c(c(=O)n(-c3cccc(Cl)c3)c(=O)n1CC(=O)N1CCCC1)n2C,19%,24%,?,-9%[10.9 µM]
Cc1nc2cc(-c3cccc(F)c3)nn2c(C)c1CCC(=O)NC(C)CCc1ccco1 (stereo unspecified),1%,-9%,?,-37%[inhibitor]
Nc1ccc2c(c1)-c1ccccc1S(=O)(=O)N2,-11%,-3%,-0.5%,-9%
CCCc1cc(C(=O)OC)c(NC(=O)OCC)s1,-3%,16%,0.6%,-9%
COCCn1c(=O)c(-c2ccc(Cl)cc2)nc2cnc(N3CCNCC3)nc21,-12%,?,-3.2%[11.4 µM],-24%
